# Screening data: PubChem BioAssay, several laboratories
# GSH bead fluor – compound fluoresces at 488/530 nm on GSH beads; 190,000 tested, 0.25% active; GSH beads flow cytometry, compound fluorescence 488/530 nm; active compounds read high; fluorescence (KMESF) at 10 µM; in the data active = fluorescence above about 89;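 also: glutathione beads carrying GST-tagged Bcl family fusion proteins plus one bare bead set; values are compound well signal with DMSO vehicle wells as background; inactives centre near 16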
# Mcl1-Bid inh – Mcl-1/Bid interaction inhibition; TR-FRET Mcl-1/Bid-Dy647 peptide binding, 1536-well; Q07820; inhibition, % at 21.7 µM; 220,000 tested, 0.97% active;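 active = compounds that cut the binding signal by more than half at the single screening dose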;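 also: His-tagged Mcl-1 with europium anti-His antibody binding Bid BH3 peptide; 0% = Mcl-1 plus peptide wells and 100% = peptide-only wells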
# Target sequence (Q07820 whole entry, looked up): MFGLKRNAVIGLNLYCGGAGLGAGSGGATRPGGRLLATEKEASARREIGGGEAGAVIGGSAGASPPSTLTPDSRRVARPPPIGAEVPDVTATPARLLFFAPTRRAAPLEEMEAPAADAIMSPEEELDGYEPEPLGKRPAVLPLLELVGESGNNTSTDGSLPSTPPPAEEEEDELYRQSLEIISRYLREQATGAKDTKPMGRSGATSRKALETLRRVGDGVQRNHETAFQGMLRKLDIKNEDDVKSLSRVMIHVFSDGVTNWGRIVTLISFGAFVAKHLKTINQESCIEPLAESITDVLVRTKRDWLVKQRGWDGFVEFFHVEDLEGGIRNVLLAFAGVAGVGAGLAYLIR
# Mcl1-Noxa inh – Mcl-1/Noxa interaction inhibition; Q07820; TR-FRET Mcl-1/Noxa peptide binding, 2 h; inhibition, % at 21.7 µM; 220,000 tested, 1.5% active; AID 1022;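 active = compounds that cut the protein-peptide binding signal by more than 50% relative to plate controls in a single-dose test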;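 also: His-tagged Mcl-1 with rhodamine Noxa BH3 peptide and terbium anti-His antibody; 0% = Mcl-1 plus Noxa peptide wells and 100% = peptide-only wells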
# Rab7 wt modul – dog Rab7 wildtype GTP binding, inhibitors and activators; GST-Rab7 beads, fluorescent GTP binding, flow cytometry; actives lie on both sides; untreated = 100%, excess cold GTP = 0%; GTP binding activity (percent of control), % at 10 µM; 190,000 tested, 0.055% active;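 active = fluorescent GTP binding to Rab7 beads changed by at least 20 points from the 100% baseline, either direction, mostly lower; inconclusive = compound itself probably fluorescent, or too few beads counted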;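 also: median green fluorescence of bound Bodipy-FL-GTP per Rab7 bead population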
# Avidin bead fluor – compound fluoresces at 488/530 nm on avidin beads | compound fluorescence 488/530 nm, flow cytometry; active compounds read high | 220,000 tested, 0.38% active | fluorescence (KMESF) at 10 µM; in the data active = fluorescence above about 47; also: inactives centre near 10
# Rac1 act GTP bind – alters GTP binding to activated mutant human Rac1 | GST-Rac1 activated beads, fluorescent GTP binding, flow cytometry; actives lie on both sides; 100% means binding = to untreated wells | percent activity (GTP binding), % at 10 µM | 190,000 tested, 0.11% active | AID 764;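 active = GTP binding at least 20 percentage points away from the 100% baseline, in either direction, so actives lie on both sides; inconclusive = Compound likely fluorescent itself, or too few beads counted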
# HRas wt GTP bind – changes GTP binding to wildtype human HRas; P01112; AID 759; GTP binding activity, % at 10 µM; 190,000 tested, 0.14% active; GST-Ras wt beads, Bodipy-FL-GTP binding, flow cytometry; actives lie on both sides;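 active = GTP binding activity at least 20% away from the 100% baseline, either lowered as inhibitor or raised as activator; inconclusive = flagged as likely green fluorescent, judged across all proteins in the well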;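 also: 0% = unlabeled GTP competition control and 100% = no-compound control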
# Target sequence (P01112 whole entry, looked up): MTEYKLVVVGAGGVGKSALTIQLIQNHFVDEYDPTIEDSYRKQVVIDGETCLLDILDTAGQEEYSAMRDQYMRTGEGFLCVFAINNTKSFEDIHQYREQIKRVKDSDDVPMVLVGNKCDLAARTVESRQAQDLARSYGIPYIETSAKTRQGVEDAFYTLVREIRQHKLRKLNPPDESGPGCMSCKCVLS
# Cdc42 wt GTP – modulators (inhibitors or activators) of GTP binding to human Cdc42 wildtype. percent activity (GTP binding), % at 10 µM. 190,000 tested, 0.2% active. P60953. GST-Cdc42 beads, Bodipy-GTP binding, flow cytometry; actives lie on both sides. AID 761;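 active = percent activity GTP binding at least 20 points away from the 100% baseline, either down as inhibitor or up as activator; inconclusive = compound flagged as likely green fluorescent from well-wide comparison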;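 also: median bead fluorescence of bound Bodipy-FL-GTP at 100 nM; 0% = excess unlabeled GTP control and 100% = no compound control; below 100% means less GTP binding so inhibitor and above means activator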
# Target sequence (P60953 whole entry, looked up): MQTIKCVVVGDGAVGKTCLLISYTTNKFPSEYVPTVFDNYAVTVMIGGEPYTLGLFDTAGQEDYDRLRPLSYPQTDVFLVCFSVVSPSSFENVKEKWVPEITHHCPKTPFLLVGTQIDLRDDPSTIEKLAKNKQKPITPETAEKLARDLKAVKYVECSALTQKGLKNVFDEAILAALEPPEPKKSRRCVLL
# Rab2A wt mod – changes GTP binding to wildtype dog Rab2A, up or down. P61105. GST-Rab2 wt beads, Bodipy-GTP binding, flow cytometry. GTP binding activity, % at 10 µM. 190,000 tested, 0.19% active. AID 760;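 active = GTP binding activity at least 20 points away from 100%, either lowered or raised; inconclusive = signal likely due to the compound's own green fluorescence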;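 also: 0% = beads with excess unlabeled GTP and 100% = no-compound control corrected for plate trend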
# Rac1 wt modul – human Rac1 wildtype GTP binding, inhibitors and activators; P63000; GST-Rac1 beads, fluorescent GTP binding, flow cytometry; actives lie on both sides; 0 = cold GTP competed, 100 = untreated; GTP binding activity (% of control), % at 10 µM; 190,000 tested, 0.27% active; AID 757;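 active = GTP binding activity at least 20 points away from the 100% control level, either lower or higher; inconclusive = compound flagged as likely green fluorescent, judged across all proteins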
# Pf gametocyte – P. falciparum stage V gametocyte viability inhibition; 150,000 tested, 0.065% active; inhibition, % at 10.9 µM; P. falciparum stage V gametocytes, ATP luminescence, 24 h;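 active = inhibition above the mean plus 3 SD of compounds within the control limits, set per campaign, cut at about 38% in these data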;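 also: 0% = DMSO wells and 100% = medium only without gametocytes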
# An asterisk follows results filed as active; u = inconclusive; x = not tested or not shown.
SMILES,GSH bead fluor,Mcl1-Bid inh,Mcl1-Noxa inh,Rab7 wt modul,Avidin bead fluor,Rac1 act GTP bind,HRas wt GTP bind,Cdc42 wt GTP,Rab2A wt mod,Rac1 wt modul,Pf gametocyte
COc1cc2ncnc(NCc3cccs3)c2cc1OC,18,-0.5,7.4,109.0,9,94.0,98.0,95.0,98.0,91.0,-24.2
COC(=O)c1sccc1NC(=S)Nc1cc(C)ccc1OC,16,-24.0,0.8,104.0,10,100.0,101.0,97.0,100.0,101.0,-5.4
NC(=O)COc1ccc(NC(=O)c2ccccc2-c2ccccc2)cc1,13,-3.7,-10.3,93.0,8,93.0,91.0,92.0,95.0,91.0,3.4
Cn1ncc(Br)c1C(=O)N1CCc2ccccc21,21,1.0,8.2,97.0,7,97.0,98.0,99.0,99.0,104.0,8.0
COc1ccc(-c2cc(-c3nnc(COC(=O)C4CC4)o3)c3ccccc3n2)cc1OC,8,1.8,10.2,96.0,5,96.0,95.0,96.0,95.0,98.0,12.1
CC(C)Cc1cc(C(=O)Nc2cc(C(F)(F)F)ccc2Cl)no1,32,-34.3,-3.9,101.0,15,98.0,97.0,97.0,99.0,101.0,0.2
CCCNc1nc(N2CCCC2)nc(N2CCCC2)n1,11,-11.6,-4.5,100.0,10,95.0,97.0,95.0,96.0,101.0,13.0
O=C(Cn1nc(-c2ccccc2)c2ccccc2c1=O)NCCN1CCOCC1,22,-28.6,-4.4,99.0,27,98.0,102.0,105.0,101.0,107.0,-9.1
CCC12CCCN3CCC4(C(=C(C(=O)OC)C1)Nc1ccccc14)C32 (stereo not given),6,-29.2,7.3,98.0,6,100.0,101.0,104.0,98.0,102.0,21.3
COC(=O)C(C)Sc1snnc1-c1ccccc1 (stereo not given),5,10.3,4.6,97.0,8,95.0,98.0,99.0,94.0,101.0,x
Cn1cnc2cc(NC(=O)c3ccc(Cl)cc3)ccc21,14,-8.0,2.6,105.0,24,98.0,99.0,97.0,98.0,100.0,x
CC(/C=C1\SC(=O)N(CC(=O)Nc2ccc(O)cc2)C1=O)=C\c1ccccc1,10,8.9,26.4,103.0,6,100.0,101.0,95.0,100.0,103.0,1.4
CCOCCCNC(=O)/C(C#N)=C/c1ccc(C(=O)OC)cc1,16,-18.3,8.8,94.0,8,95.0,95.0,99.0,98.0,96.0,7.5
CCc1ccccc1NC(=O)C(CC)Sc1nc2cc3c(cc2c(=O)n1Cc1ccco1)OCO3 (stereo not given),21,-8.0,2.1,105.0,20,100.0,106.0,103.0,104.0,107.0,-9.9
O=C(OC1CCOC1=O)c1cccc(S(=O)(=O)Nc2ccc(F)cc2)c1 (stereo not given),14,-7.9,0.3,98.0,2,97.0,98.0,95.0,97.0,102.0,8.8
COc1ccc(NC(=O)c2ccc(NCC3CCCO3)c([N+](=O)[O-])c2)cc1 (stereo not given),15,-12.6,13.6,95.0,13,96.0,96.0,98.0,96.0,98.0,-0.6
O=C(Cc1cn2ccsc2n1)Nc1ccccc1Oc1ccccc1,5,-17.6,-4.5,95.0,7,98.0,98.0,101.0,96.0,101.0,x
Oc1ccccc1CNc1ccc(Br)cn1,14,28.0,-4.2,102.0,35,97.0,100.0,97.0,100.0,98.0,x
O=S(=O)(c1cccc2nsnc12)N1CCN(c2ncccn2)CC1,34,-13.2,-5.3,102.0,12,101.0,100.0,97.0,101.0,104.0,x
CC(C)(C)NC(=O)c1ccc(COc2ccccc2Br)o1,20,3.0,13.6,105.0,8,100.0,106.0,106.0,105.0,102.0,x
CSc1ccc(-c2nc(O)c3cnccn23)cc1,19,-18.0,-6.6,103.0,6,98.0,96.0,97.0,97.0,98.0,2.2
O=C1NCC(c2ccccc2)C1C(=O)N/N=C\c1ccc(-c2cccc(Cl)c2Cl)o1 (stereo not given),51,23.8,3.1,101.0,9,95.0,98.0,98.0,97.0,99.0,x
COC(=O)c1ccc(COC(=O)CNC(=O)CNC(=O)c2ccc(C)cc2)cc1,8,-5.9,-8.9,100.0,9,93.0,97.0,92.0,94.0,97.0,14.4
COc1ccccc1N(C)S(=O)(=O)c1ccc(C(=O)OCC(=O)c2c[nH]c3ccccc23)cc1,5,-38.1,-3.0,101.0,1,100.0,102.0,99.0,98.0,109.0,x
COc1ccc(Oc2cc(C)c3ccccc3n2)cc1,24,-2.2,-4.5,99.0,26,98.0,97.0,99.0,97.0,102.0,-2.0
Cc1cnc(CN2CCc3c([nH]c4ccccc34)C2C2CCCCC2)[nH]1 (stereo not given),16,-83.6,-7.8,103.0,11,97.0,102.0,100.0,100.0,102.0,6.9
O=C1c2ccccc2C(=O)N1CCCc1nc2ccccc2c(=O)n1Cc1ccco1,10,-17.9,17.2,101.0,8,100.0,101.0,102.0,102.0,108.0,x
CCOP(=O)(OCC)C(Nc1cc(Cl)cc(Cl)c1)c1cccc(O)c1 (stereo not given),13,-4.2,-1.5,106.0,10,96.0,100.0,96.0,99.0,99.0,-1.9
COc1ccc(C2c3[nH]c4ccccc4c3CCN2C(=O)c2cc3ncccn3n2)c(F)c1 (stereo not given),14,-26.8,15.5,92.0,10,95.0,96.0,94.0,91.0,101.0,-2.0
CCCCOC(=O)c1ccc(-c2ccc(/C=N/NC(=S)NCC)o2)cc1,21,-70.4,13.1,101.0,15,98.0,100.0,100.0,99.0,100.0,x
CCC(=O)NNc1nc2c(C)c(C)ccc2s1,12,-29.9,7.5,103.0,10,95.0,102.0,96.0,99.0,101.0,0.6
CC1(C)NC(=O)N(CC(=O)OCC(=O)Nc2cc(S(=O)(=O)N3CCCCCC3)ccc2Cl)C1=O,9,-15.3,-7.2,98.0,6,99.0,101.0,103.0,98.0,103.0,-13.6
CCn1c(SCC(=O)NCc2ccccc2)nnc1-c1ccccc1O,19,-9.9,18.9,103.0,27,99.0,102.0,104.0,101.0,104.0,-11.7
CCCCCCC1CCC(c2nc(-c3ccncc3)no2)CC1 (stereo not given),11,8.1,9.6,95.0,21,94.0,99.0,101.0,96.0,99.0,11.8
O=C(CCNC(=O)Cn1ccc2ccccc2c1=O)NCCN1CCN(c2cccc(Cl)c2)CC1,30,-35.4,-8.5,101.0,18,101.0,101.0,101.0,103.0,102.0,7.1
CCOc1cc2c(C#N)c(N3CCCCC3)nc(N)c2c(N)n1,30,-34.7,2.9,103.0,7,99.0,99.0,98.0,100.0,101.0,-14.5
CCN(CC(=O)NCc1ccc(F)cc1)C(=O)COc1ccc(C)c(C)c1,11,-6.7,22.9,101.0,2,98.0,99.0,100.0,98.0,101.0,x
Cc1ccc(CSc2nnc(-c3cccnc3)o2)cc1,7,-32.9,6.0,96.0,6,99.0,98.0,95.0,100.0,98.0,x
O=C(NCCc1ccc(Cl)cc1)C1CCC(=O)N1C1CCCC1 (stereo not given),23,7.5,-7.6,99.0,6,101.0,104.0,106.0,103.0,101.0,x
Cc1cc(NC(=O)c2cccs2)ccc1NC(=O)Cc1ccccc1,12,-43.1,12.5,96.0,10,95.0,96.0,95.0,97.0,95.0,-6.7
Cc1ccnc(NS(=O)(=O)c2ccc(CC(C)C)cc2)c1,33,-1.0,3.3,u,6,u,u,u,u,u,2.9
CCC1CCCCN1C(=O)c1ccccc1OC1CCN(S(C)(=O)=O)CC1 (stereo not given),18,-1.8,2.6,102.0,9,96.0,97.0,96.0,99.0,100.0,-2.2
NCC[C@H](O)C(=O)N[C@@H]1C[C@H](N)[C@@H](O[C@H]2O[C@H](CN)[C@@H](O)[C@H](O)[C@H]2O)[C@H](O)[C@H]1O[C@H]1O[C@H](CO)[C@@H](O)[C@H](N)[C@H]1O,21,-4.3,4.4,100.0,10,100.0,102.0,103.0,101.0,108.0,x
NS(=O)(=O)c1ccc(CCNC(=O)C2CCCN(S(=O)(=O)c3cccnc3)C2)cc1 (stereo not given),19,-8.5,-21.6,99.0,6,102.0,103.0,104.0,102.0,106.0,x
O=C1CC(N2CCN(c3ccccn3)CC2)C(=O)N1c1ccc(F)cc1 (stereo not given),20,-15.3,-5.8,106.0,10,98.0,100.0,98.0,103.0,102.0,-17.9
COc1cc(/C=C2\C(=O)ON=C2c2ccccc2)cc(Cl)c1O,17,-32.2,44.8,u,11,u,u,u,u,u,20.3
CCCNC(=O)c1cc(-c2ccc(OC)cc2)on1,12,1.0,2.4,101.0,12,102.0,102.0,105.0,103.0,105.0,3.5
Cc1cc(C)nc(SCC(=O)NN=C2CCCC2)n1,12,-9.9,-1.5,97.0,11,98.0,98.0,98.0,100.0,99.0,x
COc1ccc(OC)c(NC(=S)N2CCN(Cc3ccccc3)CC2)c1,21,-14.7,-7.3,104.0,9,100.0,103.0,91.0,100.0,102.0,0.0
Cc1ccc(-c2nnc(SCc3ccc(C#N)cc3)n2Cc2ccco2)cc1,14,-21.6,4.1,103.0,36,102.0,104.0,105.0,102.0,107.0,x

# Other structures follow:
SMILES,GSH bead fluor,Mcl1-Bid inh,Mcl1-Noxa inh,Rab7 wt modul,Avidin bead fluor,Rac1 act GTP bind,HRas wt GTP bind,Cdc42 wt GTP,Rab2A wt mod,Rac1 wt modul,Pf gametocyte
COc1c(/C=N/NC(=O)c2ccccc2O)c(CCN(C)C(C)=O)cc2c1OCO2,12,-72.9,24.3,101.0,8,98.0,95.0,92.0,98.0,96.0,-15.5
O=C1CS/C(=C\[N+](=O)[O-])N1c1ccc(OC(F)(F)F)cc1,21,-49.0,-5.0,97.0,8,103.0,106.0,110.0,107.0,104.0,12.9
Cc1ccc(C)n1-c1nc(=S)[nH][nH]1,38,-151.1,27.7,100.0,6,102.0,104.0,104.0,101.0,107.0,9.1
O=Cc1cc(N=Nc2cccc(C(=O)O)c2)ccc1O,32,2.6,28.9,u,20,u,u,u,u,u,x
O=C(c1sc2cccc(F)c2c1Cl)N1CCN(c2ncccn2)CC1,8,-24.4,-8.2,96.0,4,99.0,100.0,100.0,100.0,100.0,-8.8
CC(N=Cc1c(O)c2ccccc2oc1=O)C(=O)O (stereo not given),20,10.9,-1.4,106.0,9,96.0,96.0,94.0,99.0,101.0,5.5
O=C(O)/C(=C\c1ccco1)NC(=O)c1ccccc1,6,-28.2,23.6,101.0,3,98.0,99.0,97.0,98.0,101.0,-2.6
